# GRK2 inh = blocks RNA aptamer binding to human GRK2; inhibition of aptamer binding, % at 10 µM; bead flow cytometry, FAM-aptamer displacement from GRK2; P25098; AID 488847; 330,000 compounds, 0.59% hits;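 active means inhibition of aptamer binding above 40%, roughly 3 SD of noise, on plates passing a quality check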;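 further: median bead fluorescence of bound FAM aptamer so fluorescent compounds give negative values; no value below 0 was filed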
# RPL19A-GFP yeast = modulators of TOR pathway RPL19A-GFP in S. cerevisiae. S. cerevisiae RPL19A-GFP strain, flow cytometry, 3 h; active compounds read low. percent response vs DMSO, % at 10 µM. 330,000 compounds, 0.3% hits. AID 2025;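 active means percent response vs DMSO below 50%; inconclusive means fewer than 70 events counted for the yeast strain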;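 further: median channel GFP fluorescence of the barcoded RPL19A-GFP strain; ratio of sample median GFP to plate DMSO average so 100% = DMSO; lower means less RPL19A-GFP as with rapamycin TOR inhibition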
# VLA-4 inh = inhibition in a human VLA-4 binding assay; P13612; VLA-4 expressing cells, ligand binding flow cytometry; inhibition, % (about 7 µM as worked out from the volumes in the protocol); 330,000 compounds, 0.2% hits; AID 2557; in the data active means inhibition above about 50%
# Target sequence (P13612 whole entry, looked up): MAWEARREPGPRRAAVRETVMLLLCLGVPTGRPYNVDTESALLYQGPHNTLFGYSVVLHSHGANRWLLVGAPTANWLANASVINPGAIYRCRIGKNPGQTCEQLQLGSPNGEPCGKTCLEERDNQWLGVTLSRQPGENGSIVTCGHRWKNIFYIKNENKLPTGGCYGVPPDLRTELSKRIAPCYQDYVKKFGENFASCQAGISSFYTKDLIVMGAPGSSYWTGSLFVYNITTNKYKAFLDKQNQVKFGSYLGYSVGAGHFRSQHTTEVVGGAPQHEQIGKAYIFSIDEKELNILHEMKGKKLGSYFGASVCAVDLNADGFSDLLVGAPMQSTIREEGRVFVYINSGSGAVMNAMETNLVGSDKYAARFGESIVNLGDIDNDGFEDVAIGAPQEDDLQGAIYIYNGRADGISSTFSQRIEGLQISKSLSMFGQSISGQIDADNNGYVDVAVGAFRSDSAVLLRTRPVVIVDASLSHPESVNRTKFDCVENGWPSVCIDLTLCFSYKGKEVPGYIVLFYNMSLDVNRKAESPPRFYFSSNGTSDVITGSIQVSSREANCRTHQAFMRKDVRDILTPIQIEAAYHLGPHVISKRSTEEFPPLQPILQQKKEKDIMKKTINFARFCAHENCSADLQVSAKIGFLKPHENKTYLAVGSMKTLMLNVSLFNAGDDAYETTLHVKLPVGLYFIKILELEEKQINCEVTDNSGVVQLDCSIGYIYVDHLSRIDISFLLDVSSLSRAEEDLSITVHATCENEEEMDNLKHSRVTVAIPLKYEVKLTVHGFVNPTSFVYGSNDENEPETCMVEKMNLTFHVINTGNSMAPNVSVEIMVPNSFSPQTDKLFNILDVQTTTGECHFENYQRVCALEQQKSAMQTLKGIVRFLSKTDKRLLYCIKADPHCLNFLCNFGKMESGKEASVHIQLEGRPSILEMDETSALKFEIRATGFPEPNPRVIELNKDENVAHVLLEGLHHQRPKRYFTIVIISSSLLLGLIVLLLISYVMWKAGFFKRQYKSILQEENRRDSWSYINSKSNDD
# MEP2 TOR yeast = alters MEP2-GFP fluorescence in TOR pathway yeast screen. S. cerevisiae MEP2-GFP strain, flow cytometry GFP, 3 h; 100% = DMSO control level. GFP response vs DMSO, % at 10 µM. 330,000 compounds, 0.51% hits;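 active means GFP response versus DMSO above a set limit, roughly screen mean plus 3 SD, cut at about 180% in these data; inconclusive means fewer than 70 cells counted for a yeast strain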;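 further: median GFP fluorescence of the barcode-gated MEP2-GFP cells per well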
# CR mimetic SO = lowers age-related superoxide in aged yeast cells | 330,000 compounds, 0.18% hits | superoxide response (% of plate mean), % at 10 µM | S. cerevisiae aged cells, superoxide DHE fluorescence; active compounds read low;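 active means superoxide response under a set limit, about three screen SD below normal, cut at about 65% in these data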;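 further: yeast aged for seven days with compound at 30 °C before DHE staining; 100% = average MFI of all compound-treated wells on the plate with controls excluded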
# LAP4-GFP MLPCN = alters LAP4-GFP fluorescence in TOR pathway yeast screen; 320,000 compounds, 0.34% hits; GFP response vs DMSO, % at 10 µM; S. cerevisiae LAP4-GFP multiplex, flow cytometry GFP, 3 h; median GFP as percent of DMSO wells; AID 2023;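 active means GFP response vs DMSO above a set limit, about the screen mean plus 3 SD, cut at about 150% in these data; inconclusive means under 70 cell events counted for the yeast strain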
# CIT2-GFP yeast = modulators of TOR pathway CIT2-GFP in S. cerevisiae | S. cerevisiae CIT2-GFP strain, flow cytometry, 3 h; 100 means same as DMSO wells | GFP response vs DMSO, % at 10 µM | 320,000 compounds, 0.065% hits | AID 2029;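 active means GFP response relative to DMSO above a set limit, near the screen mean plus 3 SD, cut at about 150% in these data; inconclusive means Fewer than 70 cells measured for a yeast strain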;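 further: ratio of well median GFP fluorescence to mean of DMSO wells on the plate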
# AGP1-GFP MLPCN = alters AGP1-GFP fluorescence in TOR pathway yeast screen. S. cerevisiae AGP1-GFP multiplex flow cytometry, 3 h; GFP as percent of DMSO wells. 320,000 compounds, 0.02% hits. GFP response vs DMSO, % at 10 µM;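 active means GFP response relative to DMSO above a set limit, near screen average plus 3 SD, cut at about 150% in these data; inconclusive means fewer than 70 cells counted for the yeast strain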;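 further: median GFP channel fluorescence of the gated AGP1 strain per well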
# Starred values were filed as active, the others as inactive; ? = inconclusive; . = not tested or not shown. Rows were taken by chance. Share with any hit: about 1.7%.
SMILES,GRK2 inh,RPL19A-GFP yeast,VLA-4 inh,MEP2 TOR yeast,CR mimetic SO,LAP4-GFP MLPCN,CIT2-GFP yeast,AGP1-GFP MLPCN
O=C(COc1ccc(Cl)cc1Cl)NC(=S)Nc1ccc(CN2CCOCC2)cc1,0,92,-5,95,74,109,87,98
CC(NCC(=O)Nc1ccccc1C(=O)NC1CC1)c1cccs1 (stereo not drawn),1,102,4,106,93,97,106,102
Cc1ccc2ccc(C(Nc3ccccn3)c3ccccc3)c(O)c2n1 (stereo not drawn),2,90,33,93,95,108,89,96
Cc1n[nH]c(=O)nc1NCc1ccc(Cl)cc1,1,98,11,106,113,96,99,99
COc1cc(NC(=O)CN2CCN(Cc3ccc4c(c3)OCO4)CC2)cc(OC)c1,1,103,2,107,104,102,106,107
Cc1ccc(C)c(Cn2c(=O)n(CCC(=O)NCc3ccco3)c(=O)c3sccc32)c1,2,104,2,106,120,98,102,107
CC(=O)c1ccc(NC(=O)CN2C(=O)COc3ccc(S(=O)(=O)N4CCCC4)cc32)cc1,0,97,5,94,82,94,92,97
CCCc1nnc(NC(=O)c2cc(OC)cc(OC)c2)s1,0,104,21,100,91,102,107,103
CC1CCCCN1S(=O)(=O)CCNC(=O)c1ccccc1 (stereo not drawn),2,87,6,92,99,93,85,95
CCn1c(SCC(=O)NC(C)C)nnc1-c1cccs1,1,106,-1,106,96,105,109,110
O=S(=O)(c1ccc(F)c2ccccc12)N1CCCCC1,4,106,-10,102,91,115,100,103
Nc1nnc(SCC(=O)OCC(=O)NC2CCCCC2)s1,0,104,20,102,92,104,94,106
COc1ccccc1CNC(=O)COC(=O)c1ccccc1SCC(=O)N1CCCC1,2,104,22,106,100,104,113,110
Cc1nc2ccc(NC(=O)c3nn(CC(C)C)c(=O)c4ccccc34)cc2s1,4,98,-22,103,57*,96,88,85
CCC1(C)Cc2c(sc3nnn(CC(=O)Nc4ccccc4)c(=O)c23)CO1 (stereo not drawn),2,99,5,101,92,105,100,100

# Reformatted: two of the compounds above
SMILES	GRK2 inh	RPL19A-GFP yeast	VLA-4 inh	MEP2 TOR yeast	CR mimetic SO	LAP4-GFP MLPCN	CIT2-GFP yeast	AGP1-GFP MLPCN
COc1cc(NC(=O)CN2CCN(Cc3ccc4c(c3)OCO4)CC2)cc(OC)c1	1	103	2	107	104	102	106	107
Cc1ccc(C)c(Cn2c(=O)n(CCC(=O)NCc3ccco3)c(=O)c3sccc32)c1	2	104	2	106	120	98	102	107

# The results go on:
SMILES,GRK2 inh,RPL19A-GFP yeast,VLA-4 inh,MEP2 TOR yeast,CR mimetic SO,LAP4-GFP MLPCN,CIT2-GFP yeast,AGP1-GFP MLPCN
O=C(Nc1ccc(Br)cn1)c1cccc(S(=O)(=O)N2CCCC2)c1,0,102,-4,100,105,96,95,98
CCCc1nn(C)c(C(=O)Nc2ccc(Cl)cc2)c1Cl,0,113,1,72,97,91,115,102
COc1ccc(/C=C/C(=O)Nc2ccccc2)cc1S(=O)(=O)N1CCOCC1,2,95,21,98,97,104,86,102
Cc1cc2nc(-c3ccc4c(c3)CCC4)ccn2n1,0,83,9,90,109,96,91,86
Cn1c(=O)[nH]c(=O)c2c1nc(SCC(=O)O)n2CCOc1ccccc1,0,100,-1,97,107,104,97,104
Cc1nc2nc(NCc3cccs3)nn2c(C)c1Cl,3,93,2,103,96,108,105,105
CCn1c(SCC(=O)O)nc2ccccc21,0,98,4,97,116,108,90,94
COc1ccc(NC(=O)CSc2nnc(C3CC3)n2N)cc1,0,103,-7,104,82,101,103,102
Cc1ccc(Sc2ccc(NC(=O)CCl)cc2)cc1C,0,99,-18,87,117,129,84,96
Cc1ccc(-n2c(O)c(C=NC3CCS(=O)(=O)C3)c3ccccc3c2=O)cc1C (stereo not drawn),0,103,6,108,112,105,111,103
CC(C)CCN1C(=O)CCC1(C)C(=O)NC1CCCCCC1 (stereo not drawn),3,109,-6,111,126,111,105,118
O=C(NCC(c1ccco1)N1CCc2ccccc21)C(=O)Nc1ccccc1 (stereo not drawn),2,95,2,102,103,94,95,94
COc1ccc(CNC(=O)N2CCc3ccccc3C2)cc1Cl,0,107,-3,111,99,107,104,106
CSc1nc(N(C)C)nc(N2CC(=O)N(CCNS(=O)(=O)c3ccc(C)cc3)C2=N)n1,0,108,22,112,89,96,104,102
COc1cccc2c1OCC1COc3c(c(=O)n(C)c(=O)n3C)C21 (stereo not drawn),0,96,4,103,90,92,95,92
CCOc1ccc(C(=O)N2CCN(S(=O)(=O)c3cccs3)CC2)c(OCC)c1,0,100,13,103,102,97,93,96
CCSc1nnc(NC(=O)CSc2nc3c(c(=O)n2C)SC(C)C3)s1 (stereo not drawn),0,111,26,94,119,93,66,72
CC(=O)C[C@H](O)CC(=O)[C@H]1OC(=O)CCCCCCCCc2ccccc21,0,88,-4,100,96,103,88,84
Cn1nc(-c2ccccc2)cc1NC(=O)c1ccc(Cl)cc1,1,92,12,90,96,143,65,72
O=[N+]([O-])c1ccc(Cl)c2c1C1C=CCC1C(c1ccccn1)N2 (stereo not drawn),1,102,-4,104,78,91,98,91
CN(C)c1cc(-c2ccc(Br)cc2)oc(=O)c1Cl,5,100,7,104,125,107,93,86
Cc1nnc(SCC(=O)N2CCCc3ccccc32)[nH]c1=O,0,105,8,108,94,102,109,108
CCOC(=O)Cn1nc(/C=C/c2ccc(C)cc2)ccc1=O,0,96,14,118,102,106,102,92
O=C(/C=C/c1ccc(Cl)cc1Cl)c1ccc[nH]1,0,93,1,96,109,107,101,85
Cn1c(=O)c([N+](=O)[O-])c(NCC(O)c2ccccc2)c2ccccc21 (stereo not drawn),0,99,2,133,106,101,101,97
CC(OC(=O)COc1ccc(Nc2ccccc2)cc1)C(=O)N(C)c1ccccc1 (stereo not drawn),3,94,-1,100,106,109,91,100
Cc1cc(C)n2nc(SCC(=O)NC3CCCCC3)nc2n1,2,100,1,104,90,106,105,110
CCn1ncc(/C=N/N=C2\CCC3C4CCc5cc(O)ccc5C4CCC23C)c1C (stereo not drawn),2,103,6,101,99,109,110,106
Clc1cccc(COn2c(-c3ccc(Cl)cc3Cl)nc3ncccc32)c1,4,96,0,101,122,99,93,97
O=S(=O)(Nc1ncccn1)c1cc(Cl)ccc1Cl,0,98,-1,94,109,90,107,89
COc1ccc2[nH]cc(CCNC(=O)C3CC(=O)N(c4ccc(Cl)cc4)C3)c2c1 (stereo not drawn),0,95,1,93,92,97,93,96
O=C(NCCc1ccccn1)c1cccc(S(=O)(=O)N2CCCCCC2)c1,0,93,-3,95,98,93,94,93
COc1ccc(C(=O)NCC(=O)OCC(=O)N2CCN(S(=O)(=O)c3ccccc3)CC2)cc1,4,101,5,102,98,108,95,93
CCOc1ccc(NC(=O)CCC(=O)Oc2ccc(C)cc2)cc1,3,99,4,106,101,97,97,97
Clc1ccc(CN(Cc2ccccc2)C(c2cccs2)c2nnnn2C2CCCC2)cc1 (stereo not drawn),0,100,3,99,96,100,102,103
O=C(c1ccc(C23CC4CC(CC(C4)C2)C3)o1)N1CCOCC1,0,101,17,101,122,100,96,100
CC(C)Cc1ccc(CN2CCCC(NC(=O)CCN3CCCCC3=O)C2)cc1 (stereo not drawn),0,97,-2,101,119,92,100,102
CCOC(=O)c1c(S(=O)(=O)N2CCN(C3CCCCC3)CC2)c(C)n(C)c1C,0,96,-3,94,105,96,96,100
O=C(CSc1n[nH]c(-c2ccncc2)n1)Nc1ccc(Cl)c(C(=O)O)c1,0,102,5,108,95,97,98,104
CCn1c(/C=C/c2cc[n+](C)cc2)nc2ccccc21,2,97,1,101,109,103,100,100
Cc1ccc(C)n1-c1sc2c(c1C(=O)O)CCCC2,25,100,5,88,86,92,86,92
Cc1ccc(N(CC(=O)NCc2ccccn2)S(=O)(=O)c2ccccc2)cc1C,1,108,-1,109,99,113,116,114
COc1ccc(N2C(=O)Cc3c2nc(N)c(C#N)c3N)cc1,0,99,7,98,103,108,94,101
COc1ccccc1CNC(=O)COC(=O)c1ccc(S(=O)(=O)N2CCCCC2)cc1,0,104,24,98,84,100,103,101
O=C1CCCC(=O)C1C1c2ccccc2CCN1C(=O)CCl (stereo not drawn),3,98,-5,96,114,116,112,122
COc1ccc(S(=O)(=O)N(C)C)cc1NS(=O)(=O)c1ccc(F)c(F)c1F,1,104,2,108,83,105,103,110
Cc1ccc(-c2cc(C(=O)NCCCN3CCOCC3)c3ccccc3n2)cc1C,0,107,10,100,102,102,103,104
O=C(c1ccco1)[C@@H]1[C@@H]2C(=O)N(c3ccccc3)C(=O)[C@@H]2C2c3ccccc3C=CN21 (stereo partly drawn),4,94,-37,100,98,95,97,92
CC1CCc2nc(N)c(C#N)c(-c3cccnc3)c2C1 (stereo not drawn),3,100,-7,96,108,108,104,99
O=[N+]([O-])/C(C(Cl)=C(Cl)Cl)=C(\Sc1ccccc1)N1CCCCC1,0,110,8,97,107,86,107,95
COc1ccc(N(CC(=O)N2CCN(c3cccc(Cl)c3)CC2)S(=O)(=O)c2c(C)noc2C)cc1,4,100,-20,116,95,102,101,102
CCOc1cc(C(C(=O)NCC2CCCO2)N(C(=O)Cn2nnc3ccccc32)c2ccccc2OC)ccc1O (stereo not drawn),1,101,5,102,100,92,102,97
COc1ccc(CCNC(=O)c2ccc(N(C)S(=O)(=O)c3ccc(C)cc3)cc2)cc1,0,95,10,98,118,118,100,99
Cc1ccc(C(=O)CCCn2nnc(-c3cccnc3)n2)cc1C,0,96,6,101,90,108,100,95
c1ccc2c(-c3nc(-c4ccncc4)no3)cccc2c1,2,93,5,98,112,88,101,88
Cc1cc(C(=O)c2ccc(Cl)cc2)c(NC(=O)CCl)s1,0,?,-1,?,95,?,?,?
CC(=O)Nc1ccc(C(=O)Nc2nnc(CCc3ccccc3)s2)cc1,1,106,12,106,98,85,122,112
CC(C)(Oc1ccc(Cl)cc1)C(=O)NCCN1C(=O)S/C(=C/c2cccnc2)C1=O,0,104,4,102,119,98,99,98
CCCCN(C(=O)/C=C/c1ccc(OCC(C)C)c(OCC)c1)c1c(N)n(CCC)c(=O)[nH]c1=O,3,98,-13,101,114,88,100,96
COc1ccccc1OCCC(=O)OCC(=O)Nc1ccc(S(=O)(=O)N2CCOCC2)cc1,0,104,11,110,92,102,106,106
# Later entries
SMILES,GRK2 inh,RPL19A-GFP yeast,VLA-4 inh,MEP2 TOR yeast,CR mimetic SO,LAP4-GFP MLPCN,CIT2-GFP yeast,AGP1-GFP MLPCN
CSc1ncccc1C(=O)OCC(=O)NCCCc1ccccc1,2,97,-3,96,102,95,101,93
CN1CCC(OC(c2ccccc2)c2ccccc2)CC1,1,98,4,97,105,122,84,86
Cc1cc(C)c(S(C)(=O)=O)c(N(C)N)n1,1,90,5,118,98,96,.,101
Clc1ccc(-c2nnc(CNC3CC3)o2)cc1,0,101,6,107,85,97,102,104
Cc1ccc(OCC(=O)Nc2ccc(NC(=O)c3cccs3)cc2)c(C)c1,1,105,-2,112,110,98,113,100
CSc1nc2ccc3nc(NC(=O)C4COc5ccccc5O4)sc3c2s1 (stereo not drawn),2,99,15,95,92,97,103,100
CCOC(=O)C1CCN(c2ncnc3c2cnn3-c2ccc(OC)cc2)CC1,0,96,-1,100,106,105,89,91
CCCOc1ccc(-c2c(C(=O)N/N=C/c3ccsc3)nnn2-c2nonc2N)cc1,0,99,2,99,117,102,105,109
CN(C)c1ccc(S(=O)(=O)N2CCCCC2)cc1NC(=O)CCNC(=O)c1ccco1,1,99,14,97,99,101,94,98
COc1cccc(C=Nc2cc(C)on2)c1O,0,109,-6,100,98,99,118,117
O=C(O)c1c(NC(=O)N2CCOCC2)sc2c1CCCC2,1,103,3,108,97,95,112,100

# From PubChem BioAssay
